CXCR6 block: CXCR6 receptor inhibitors, primary screen, cell-based, beta-arrestin, luminescence, CHO-K1 PathHunter, 1536-well; inhibition, % at 20 µM; 360,000 tested, 0.36% active; in the data active means inhibition above about 34%, passing the limit was not always enough;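 further: antagonist mode with CXCL16 agonist at 10 nM final; 0% = 10 nM CXCL16 with DMSO and 100% = unstimulated wells without agonist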
Target sequence (O00574 whole entry, looked up): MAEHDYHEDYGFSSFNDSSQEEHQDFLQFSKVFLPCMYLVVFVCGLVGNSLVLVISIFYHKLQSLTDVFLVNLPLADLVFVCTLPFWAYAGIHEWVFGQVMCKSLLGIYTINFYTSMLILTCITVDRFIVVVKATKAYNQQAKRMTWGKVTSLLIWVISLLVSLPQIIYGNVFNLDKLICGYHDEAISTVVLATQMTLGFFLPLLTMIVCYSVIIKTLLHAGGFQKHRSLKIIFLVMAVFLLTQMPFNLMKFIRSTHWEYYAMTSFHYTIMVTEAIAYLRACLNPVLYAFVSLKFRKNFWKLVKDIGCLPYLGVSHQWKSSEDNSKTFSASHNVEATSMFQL
CCR6 antag: CCR6 receptor antagonists, primary screen, cell-based, CHO-K1, luminescence, beta-arrestin, uHTS; C-C chemokine receptor type 6 (Homo sapiens), P51684; CHO-K1 CCR6 PathHunter beta-arrestin, CCL20-stimulated; inhibition, % at 20 µM; 340,000 tested, 0.49% active; AID 493098, 2011;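 active means compounds whose inhibition of the agonist-driven luminescence signal at 20 µM reaches about 50%, limit read from the data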;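 further: cells stimulated with CCL20 at 14 nM final; plate controls were DMSO with CCL20 for no effect and DMSO without agonist for full effect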
Target sequence (P51684 whole entry, looked up): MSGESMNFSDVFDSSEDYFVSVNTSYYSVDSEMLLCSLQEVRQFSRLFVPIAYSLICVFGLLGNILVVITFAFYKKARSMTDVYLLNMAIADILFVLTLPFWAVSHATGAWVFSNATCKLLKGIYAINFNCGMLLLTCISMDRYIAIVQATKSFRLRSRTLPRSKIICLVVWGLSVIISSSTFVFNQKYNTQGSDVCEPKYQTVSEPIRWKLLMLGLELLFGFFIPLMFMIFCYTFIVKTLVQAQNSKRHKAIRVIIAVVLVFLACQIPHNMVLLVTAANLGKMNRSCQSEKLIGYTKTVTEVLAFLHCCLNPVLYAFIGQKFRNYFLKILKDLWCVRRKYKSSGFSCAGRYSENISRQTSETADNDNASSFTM
CHOP UPR activ: activators of apoptotic CHOP UPR arm, primary screen, cell-based, CHO-CHOP luciferase reporter, luminescence, uHTS. UPR activation; percent of tunicamycin response over DMSO baseline. 330,000 tested, 0.34% active. activation, % at 10 µM. AID 449763, 2010;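 active means at 10 µM dose, activation of 40% or more, normalized to positive control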;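 further: 100% = tunicamycin at 10 µg/mL and 0% = DMSO alone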
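Assay system: CHO-CHOP cells, stable luciferase reporter of PERK-eIF2a-CHOP signalling / Buffer or medium: F12 plus 10% serum / Compound dosing: one dose, 10 µM in 0.5% DMSO / Times: 6 h compound treatment, 37 °C / Technique: luciferase luminescence / Read-out: % reporter activation, DMSO baseline versus tunicamycin full activation / Benchmarks: tunicamycin and DMSO controls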
697 NFkB inh: inhibitors of PMA/ionomycin-induced NF-kB reporter, 697 cells, primary screen, B-cell NF-kB inhibitor project, cell-based, luminescence, uHTS | 697 B-cell NF-kB luciferase reporter, 16 h | inhibition, % at 4 µM | 330,000 tested, 0.33% active | AID 435022, 2010; in the data active means inhibition above about 35%
XBP1 UPR activ: activators of adaptive XBP1 UPR arm, primary screen, cell-based, CHO-XBP1 luciferase reporter, luminescence, uHTS; IRE1-XBP1 UPR activation; percent of tunicamycin response, DMSO as zero; activation, % at 20 µM; 330,000 tested, 0.33% active; AID 463104, 2010;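 active means versus positive control, 20 µM dose yields 30% or more activation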;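 further: 100% = tunicamycin at 10 µg/mL and 0% = DMSO only wells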
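Assay system: IRE1-XBP1 luciferase reporter CHO line. Input: 1000 cells/well. Buffer or medium: F12 with 10% serum. Doses: 20 µM, 1% DMSO. Times: overnight seeding at 37 °C, 6 h compound treatment at 37 °C. Technique: Steady-Glo luciferase glow luminescence, 10 min after reagent addition.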
EBI2 block: EBI2 receptor antagonists, beta-arrestin recruitment, primary screen, cell-based, luminescence, 7a,25-OHC stimulation, uHTS; G-protein coupled receptor 183 (Homo sapiens), P32249; inhibition, % at 5 µM; 360,000 tested, 0.81% active; AID 651636, 2012; 7a,25-OHC stimulated; in the data active means inhibition above about 38%;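 further: enzyme fragment complementation signal reports receptor beta-arrestin coupling in cells; 0% = agonist plus DMSO wells and 100% = wells without agonist; some results beyond the cut were filed as inactive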
Mdm2-MdmX inh: inhibitors of human Mdm2-MdmX association, primary screen, cell-based, luminescence, split luciferase, SaOS-2, uHTS; Protein Mdm4 (Homo sapiens) + E3 ubiquitin-protein ligase Mdm2 (Homo sapiens), …; SaOS-2 split-luciferase Mdm2/MdmX complementation; inhibition, % at 8 µM; 330,000 tested, 3% active;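 active means inhibition of at least 50% at 8 µM in the primary screen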
Gli-Sufu antag: Gli-Sufu pathway antagonists, primary screen, luciferase luminescence, Sufu-KO-LIGHT cells, uHTS; Sufu-KO-LIGHT fibroblasts, Gli luciferase reporter luminescence; AID 588413, 2011; 340,000 tested, 0.74% active; inhibition, % at 5 µM;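 active means inhibition above about 55%, limit read from the data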;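 further: 0% = DMSO-treated cells and 100% = wells with medium but no cells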
Jurkat NFkB inh: inhibitors of induced NF-kB luciferase reporter, primary screen, TCR NF-kB activation inhibitor project, cell-based, luminescence, uHTS; inhibition, % at 4 µM; Jurkat, PMA/ionomycin-induced NF-kB luciferase reporter; 330,000 tested, 0.53% active; in the data active means inhibition above about 50%
* marks the source's active call; other numbers are inactive results; · = not tested or not shown.

Start of the listing, in advance (4 entries):
SMILES	CXCR6 block	CCR6 antag	CHOP UPR activ	697 NFkB inh	XBP1 UPR activ	EBI2 block	Mdm2-MdmX inh	Gli-Sufu antag	Jurkat NFkB inh
O=C1COc2ccc(-c3csc(NCC4CCCO4)n3)cc2N1 (stereo unspecified)	-2	-25	2.9	-11	2	8	-1	-11	2
CSc1nc2cc(S(=O)(=O)N3CCCCC3)ccc2s1	-5	-1	2.1	0	-1	-15	19	-10	-4
Cc1nnsc1-c1c(C(=O)Oc2ccccc2)c(C)nn1-c1ccccc1	7	14	-0.8	-16	-2	4	20	13	0
O=C(CCn1c(=S)[nH]c2cc3c(cc2c1=O)OCO3)N1CCc2ccccc2C1	·	·	-1.1	19	0	·	12	·	1

Main list (from the top)
SMILES	CXCR6 block	CCR6 antag	CHOP UPR activ	697 NFkB inh	XBP1 UPR activ	EBI2 block	Mdm2-MdmX inh	Gli-Sufu antag	Jurkat NFkB inh
O=C1COc2ccc(-c3csc(NCC4CCCO4)n3)cc2N1 (stereo unspecified)	-2	-25	2.9	-11	2	8	-1	-11	2
CSc1nc2cc(S(=O)(=O)N3CCCCC3)ccc2s1	-5	-1	2.1	0	-1	-15	19	-10	-4
Cc1nnsc1-c1c(C(=O)Oc2ccccc2)c(C)nn1-c1ccccc1	7	14	-0.8	-16	-2	4	20	13	0
O=C(CCn1c(=S)[nH]c2cc3c(cc2c1=O)OCO3)N1CCc2ccccc2C1	·	·	-1.1	19	0	·	12	·	1
COc1ccc(N2C(=O)CC(Nc3ccc(C(=O)O)cc3)C2=O)cc1OC (stereo unspecified)	-3	-2	-1.0	0	0	-11	0	4	10
CC1=Nc2ccc(C)cc2/C1=C/c1c(N)n2nc(CC(=O)N3CCOCC3)sc2nc1=O	-2	10	-2.5	-12	-3	-4	-19	-1	12
CCCOCC1CC2(SC(=Nc3ccc(C)cc3)NC2=O)C(=O)O1 (stereo unspecified)	-11	-12	0.6	5	1	13	16	-8	-7
COC(=O)C1=CO[C@@H](O[C@@H]2O[C@H](CO)[C@@H](O)[C@H](O)[C@H]2O)[C@H]2[C@@H]1C(=O)C[C@@H]2C	-3	-8	-0.5	9	1	1	-17	-5	-12
Cc1cccc(C(=O)NNC(=O)CSc2nnc(C3CC3)n2C)c1	-2	3	-2.8	9	-5	2	-1	26	-3
C=CC(=O)NCC1OCCc2ccccc21 (stereo unspecified)	2	-3	-1.3	9	-2	6	-9	-1	8
O=C(CNc1cccc(S(=O)(=O)N2CCCC2)c1)Nc1cccc(F)c1	-1	10	0.4	3	-1	7	11	-2	-2
CC(=O)NC1=NC(=O)C(C)S1 (stereo unspecified)	0	-14	-0.9	7	-2	5	22	-7	8
CCOC(=O)c1c(NC(=O)CCl)sc(C(=O)N(CC)CC)c1C	1	-19	48*	28	11	-26	18	6	28
CCOc1ccc(C(=O)NCCN2CCOCC2)cc1	-2	0	2.4	11	1	-5	20	37	-2
Cc1nnc(SCC(=O)N2CCCCC2)n1CC1CCCO1 (stereo unspecified)	-3	-6	1.6	18	-4	7	17	2	-1
CC(=O)c1ccc(NC(=S)Nc2cccc3cnccc23)cc1	0	2	0.0	11	-1	-26	20	-7	24
CN1CCc2c(sc(NC(=O)c3ccc(S(=O)(=O)N4CCCC4)cc3)c2C(N)=O)C1	-1	19	-0.2	17	-5	-5	5	-3	0
CCCN(CC(=O)Nc1ccccc1C)C(=O)c1ccc(S(=O)(=O)N2CCCCCC2)cc1	9	24	1.4	3	-4	7	30	9	0
CC(C)c1ccc(-c2csc3nc[nH]c(=O)c23)cc1	-2	4	11	-65	4	-9	3	-6	-15
Cc1cc(C)c(C(=O)CC2(O)C(=O)Nc3ccccc32)cc1C (stereo unspecified)	-4	-8	3.1	-8	-4	1	-3	0	-18
Cc1cc(F)ccc1S(=O)(=O)Nc1ccccc1C(=O)NCc1ccccn1	-11	-4	-1.5	11	-5	2	-10	-11	3
Cc1ccc(-n2nnnc2SCC(=O)NCC2(N3CCCCC3)CCCCC2)c(C)c1	10	22	0.6	-3	-4	15	8	10	5
O=C(N[C@H]1C/C=C\C[C@H](CC(=O)N(CCO)Cc2ccccc2)C(=O)N[C@@H](c2ccccc2)COC1=O)OCC1c2ccccc2-c2ccccc21	-6	7	0.0	-11	1	3	9	66*	-3
Cc1cc(C)c(OCC(=O)N2CC=C(c3ccccc3)CC2)c(C)c1	1	2	0.8	-7	-5	60*	3	36	-6
Cc1ccc(C(=O)N2CCN(c3ncnc4c3cnn4-c3ccccc3)CC2)cc1	-9	·	3.2	-49	6	13	82*	·	48
N#CC1c2ccccc2C=CN1C(=O)N(c1ccccc1)c1ccccc1 (stereo unspecified)	6	11	·	·	·	1	·	16	·
O=C(O)c1cc(N2CCCC2)ccn1	-2	8	·	·	·	-19	·	4	·
CC(=O)c1ccc(S(=O)(=O)N2CCN(CC(=O)Nc3ccc(Cl)c([N+](=O)[O-])c3)CC2)cc1	-6	14	0.8	28	-5	12	9	8	12
COC(=O)c1ccc(NC(=O)CSc2nccn2CCc2ccccc2)cc1	-7	5	1.1	-1	0	-2	-32	-14	-15
CC(=O)Cn1c(CN2CCCC2)nc2ccccc2c1=O	0	4	-1.1	0	-3	-6	4	1	2
Cc1ccc(N2CCN(c3ccc(NC(=O)CCC(=O)O)cc3)CC2)cc1	3	7	-1.0	-9	0	1	-33	1	7
CCCC(C(=O)Nc1nccs1)c1ccccc1 (stereo unspecified)	-8	30	11	-2	-2	-2	7	9	6
COc1nccc(C(F)(F)F)c1C(=O)Nc1ccc(Cl)cc1	8	4	-2.0	13	0	-7	6	4	-10
COCCn1cc(C(=O)NCCN(C)C)c2c3ccccc3n(C)c2c1=O	-1	16	-1.5	5	1	-11	-2	2	5
COc1cccc(N2CCN(C(=S)NCc3ccco3)CC2)c1	-2	13	-2.7	-11	0	-5	2	-2	-7
Cc1ccc(S(=O)(=O)N2CCCOC2CNC(=O)C(=O)NCc2cccnc2)cc1 (stereo unspecified)	4	-1	2.5	-16	-1	-15	5	-4	9
O=C(/C=C/c1ccc(Cl)c(C(F)(F)F)c1)N1CCN(c2ccccn2)CC1	-3	16	0.2	-6	-1	48*	17	-6	-18
COCCNC(=O)CSc1c2c(nc3ccc(Cl)cc13)CCCC2	-3	-5	0.1	-34	-4	-1	-7	-10	-10
CCC(CO)NCc1ccc(Br)cc1 (stereo unspecified)	-9	8	1.2	1	5	-8	7	·	11
COc1ccc(CCNc2oc(Cc3cccc4ccccc34)nc2C#N)cc1OC	0	8	-1.1	6	-3	14	20	5	2
Cc1onc(-c2ccccc2)c1C(=O)OCCOc1ccccc1F	0	2	2.6	-13	1	5	15	-4	-20
Fc1cccc(Cc2noc(CN3CCCN(C4Cc5ccccc5C4)CC3)n2)c1	2	4	5.3	15	-6	7	3	24	3
Cc1cccc(NS(=O)(=O)c2ccc(OCC(=O)N3CCCC3)cc2)c1	-3	-4	0.4	0	4	-1	-4	0	5
CC(=O)c1cc(Cc2csc(C(C)=O)c2)cs1	4	3	0.8	-3	1	-1	1	-6	-21
CCC1CCCCN1CCCNC(=O)CCCOc1cc(=O)n(C)c2ccccc12 (stereo unspecified)	6	4	-0.7	7	5	0	15	7	-24
CN(Cc1ccccc1)C(=O)c1ccccc1C(=O)O	5	-15	0.2	2	-1	-14	-2	-9	-25
Cc1cccc(NC(=O)c2cc3c(=O)n4ccccc4nc3n(CC(C)C)c2=N)c1	9	29	6.4	15	99*	8	48	38	21
Nc1c(-c2cccs2)cnn1-c1nc(-c2ccc(F)cc2)cs1	3	22	5.4	-74	8	2	-6	-46	-66
COCCCN1C(=O)/C(=C\c2cccs2)C(C(=O)OC)=C1C	6	9	-0.3	-1	1	2	23	-3	-4
CCN(C[C@H]1N[C@@](C)(C(=O)OC)[C@H]2C(=O)N(Cc3ccccc3)C(=O)[C@@H]12)C(=O)Nc1ccc(Cl)cc1	-11	-1	-1.6	4	1	-5	25	3	-3
Cc1ccc(CNC(=O)c2cc(=O)c3ccc(C)cc3o2)cc1	30	13	-1.0	-33	-1	0	-10	7	-58
COc1cccc(N(C(=O)c2snc(C(N)=O)c2N)C(C(=O)NCc2ccccc2)c2ccc(O)cc2)c1 (stereo unspecified)	1	7	1.2	10	1	27	-14	27	-7
CCn1nc(C)cc1-c1nnc(SCC(=O)Nc2ccccc2)n1CCCOC	2	12	2.5	8	4	11	-4	4	-13
Cc1c(CCC(=O)NCCC(=O)O)c(=O)oc2c(C)c3oc4c(c3cc12)CCCC4	1	17	-3.0	18	-4	11	6	8	-20
O=C(O)c1cc(NS(=O)(=O)c2ccc(N3CCOCC3)c([N+](=O)[O-])c2)cc(C(=O)O)c1	14	11	4.4	7	-2	-14	8	0	5
CCOC(=O)C1C(=O)C=C(c2cccs2)CC1c1ccccc1 (stereo unspecified)	12	0	0.9	-3	-2	17	-3	1	-4
CCOC(=O)c1ccc(S(=O)(=O)NNC(=O)COc2ccccc2C)cc1	2	-10	2.2	5	-2	-3	-27	-7	-3
O=C(O)/C=C\c1ccccc1Oc1ccc(F)cc1	-3	3	1.4	25	-1	0	6	-3	-4
COC(=O)C1(CCSC)NC(c2ccc(OC)cc2OC)C2C(=O)N(c3cccc(C(C)=O)c3)C(=O)C21 (stereo unspecified)	4	9	-0.6	4	-5	3	-1	-4	0

Some of the entries above, set out differently:
| Molecule | CXCR6 block | CCR6 antag | CHOP UPR activ | 697 NFkB inh | XBP1 UPR activ | EBI2 block | Mdm2-MdmX inh | Gli-Sufu antag | Jurkat NFkB inh |
| --- | --- | --- | --- | --- | --- | --- | --- | --- | --- |
| COCCCN1C(=O)/C(=C\c2cccs2)C(C(=O)OC)=C1C | 6 | 9 | -0.3 | -1 | 1 | 2 | 23 | -3 | -4 |
| CCN(C[C@H]1N[C@@](C)(C(=O)OC)[C@H]2C(=O)N(Cc3ccccc3)C(=O)[C@@H]12)C(=O)Nc1ccc(Cl)cc1 | -11 | -1 | -1.6 | 4 | 1 | -5 | 25 | 3 | -3 |
| Cc1ccc(CNC(=O)c2cc(=O)c3ccc(C)cc3o2)cc1 | 30 | 13 | -1.0 | -33 | -1 | 0 | -10 | 7 | -58 |

Assay outcomes: PubChem BioAssay, Sanford-Burnham Center for Chemical Genomics
